# APEX1 inh – inhibitors of human APE1 endonuclease; P27695; recombinant APE1, TAMRA/BHQ-2 abasic DNA cleavage fluorescence; Potency, µM (series often up to 65.8 µM), inactives show top-dose activity change, negative = inhibition, actives largely listed as inhibitors; actives 0.35% (n = 350,000); AID 2517;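 note: potency is the fitted concentration of half-maximal effect; plate controls were vehicle for no effect and reference inhibitor for full effect; nearly all actives have a fitted effect of over 55% in size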
#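 Substrate: short duplex with […] THF abasic site, 5'-TAMRA and 3'-BHQ-2, 50 nM final. APE1 at 0.75 nM, preincubated 15 min RT with compound. Fluorescence increase from first to third read measured activity.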
# Pol beta inh – blocks human DNA polymerase beta activity. Pol beta primer extension/strand displacement, fluorescence kinetic. Potency, µM (doses to about 114 µM), for the others: at the highest dose activity change, negative = inhibition, most hits filed as inhibitors. actives 1.3% (n = 340,000). AID 485314; note: potency is the fitted concentration of half-maximal effect; % is set by controls: 0 for no effect and ±100 for the full control effect
#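 Human Pol beta at 10 nM; strand-displacement substrate 50 nM final. Compound exposure 15 min at room temperature before start, reaction 10 min at room temperature.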
# RXFP1 antag – antagonists of human relaxin receptor RXFP1; activity change, negative = inhibition, % at 57.5 µM; actives 0.59% (n = 350,000); AID 1259400; Q9HBX9; HEK293-RXFP1, relaxin-stimulated cAMP HTRF, 30 min; active compounds read low;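 active = activity change of -60% or lower, but not beyond a set lower limit; inconclusive = change between -60% and -40%, or beyond the set limit; inactive = change above -40%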; note: % is set by controls: 0 for no effect and ±100 for the full control effect
# Apoferritin bind – candidate novel general anesthetic via apoferritin binding; P02791; apoferritin/1-aminoanthracene competitive binding, fluorescence; Potency, µM (highest dose often 77.5 µM), without a hit: at the top dose activity change, negative = displacement, actives largely listed as inhibitors; actives 0.074% (n = 350,000); note: potency is the fitted concentration of half-maximal effect; % is set by controls: 0 for no effect and ±100 for the full control effect; nearly all actives have a fitted effect of over 20% in size
# Target sequence (P02791 2-175 limits assumed): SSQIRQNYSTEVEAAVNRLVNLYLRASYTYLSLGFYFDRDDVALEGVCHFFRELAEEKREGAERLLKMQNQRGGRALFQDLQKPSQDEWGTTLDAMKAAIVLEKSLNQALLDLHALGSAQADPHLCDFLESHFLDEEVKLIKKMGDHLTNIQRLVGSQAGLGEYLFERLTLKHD
#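 Horse-spleen apoferritin (10 uM) in 50% saturated 1-aminoanthracene in PBS was incubated 10 min at room temperature with compound. Fluorescence (ex 380, em 535 nm) was normalized to free and bound 1-AMA, with concentration-response fitted by a four-parameter Hill equation.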
# POLK inh – DNA polymerase kappa (human) inhibition; Q9UBT6; actives 0.53% (n = 400,000); purified Pol kappa, fluorescent DNA synthesis assay, 10 min; Potency, µM (highest dose often 107 µM), for the others: at the highest dose activity, negative = inhibition, hits mostly inhibitors; note: potency is the fitted concentration of half-maximal effect; % is set by controls: 0 for no effect and ±100 for the full control effect
#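 Inhibition of 10 nM Pol kappa is measured by a fluorescent read-out at 0 and 10 min following addition of 50 nM substrate (final), with a 15-min room-temperature compound preincubation.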
# BLM helicase inh – blocks DNA unwinding by human BLM helicase | P54132 | recombinant BLM DNA unwinding, fluorescence dequenching | Potency, µM (series often up to 56.1 µM), for the others: top-dose activity change, negative = inhibition, usual class: inhibitors | actives 0.2% (n = 350,000);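 note: potency is the fitted concentration of half-maximal effect; plate controls were vehicle for no effect and no enzyme for full effect; nearly all actives have a fitted effect of over 35% in size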
# POLI inh – inhibitors of human DNA polymerase iota. actives 1% (n = 390,000). Q9UNA4. Pol iota fluorescent replication assay, 10 min. Potency, µM (top dose mostly 115 µM), for inactives: at the top dose activity, negative = inhibition, most hits filed as inhibitors; note: potency is the fitted concentration of half-maximal effect
# Target sequence (Q9UNA4 whole entry, looked up): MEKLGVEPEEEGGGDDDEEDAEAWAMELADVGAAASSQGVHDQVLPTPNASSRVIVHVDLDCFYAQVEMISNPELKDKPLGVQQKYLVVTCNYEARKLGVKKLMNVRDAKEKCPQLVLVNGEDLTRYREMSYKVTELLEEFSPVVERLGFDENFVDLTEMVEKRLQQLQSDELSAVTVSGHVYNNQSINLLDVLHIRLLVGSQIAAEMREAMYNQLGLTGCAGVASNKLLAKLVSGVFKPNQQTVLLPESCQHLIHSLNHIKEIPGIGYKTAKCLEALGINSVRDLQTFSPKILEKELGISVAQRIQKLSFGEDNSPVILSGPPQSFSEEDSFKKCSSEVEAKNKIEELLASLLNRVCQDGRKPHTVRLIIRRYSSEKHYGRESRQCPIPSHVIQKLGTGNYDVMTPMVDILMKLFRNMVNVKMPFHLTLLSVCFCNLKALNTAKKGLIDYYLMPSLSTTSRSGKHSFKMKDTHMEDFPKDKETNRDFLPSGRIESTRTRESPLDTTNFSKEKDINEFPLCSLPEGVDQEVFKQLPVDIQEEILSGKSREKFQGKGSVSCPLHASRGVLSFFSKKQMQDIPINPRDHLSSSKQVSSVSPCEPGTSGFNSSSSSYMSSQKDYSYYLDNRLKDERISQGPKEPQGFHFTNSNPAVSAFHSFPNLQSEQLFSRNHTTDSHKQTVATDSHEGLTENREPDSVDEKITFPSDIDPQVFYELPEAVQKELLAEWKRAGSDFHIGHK
#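 Fluorescent replication assay read twice, at 0 min and 10 min after adding 50 nM (final) substrate. Enzyme (10 nM) and compounds were first incubated 15 min at room temperature; enzyme-free buffer wells were negative controls.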
# Tb PGK inh – inhibitors of T. brucei phosphoglycerate kinase; Potency, µM (doses to about 57.5 µM), without a hit: top-dose activity change, negative = inhibition, hits mostly inhibitors; actives 0.043% (n = 380,000); P07378; PGK/GAPDH coupled, Kinase-Glo luminescence, 60 min; note: potency is the fitted concentration of half-maximal effect; % is set by controls: 0 for no effect and ±100 for the full control effect; nearly all actives have a fitted effect of over 60% in size
#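 Recombinant glycosomal PGK reaction used 1,3-bisphosphoglycerate generated in-well by GAPDH (100nM final) in 100mM TEA pH 7.6, 5mM MgCl2, 0.01% Tween-20. After 60 minutes at room temperature, ATP was read by Kinase-Glo Plus luminescence end-point.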
# Pol eta inh – blocks human DNA polymerase eta activity. Q9Y253. recombinant Pol eta, fluorescent DNA replication assay. Potency, µM (highest dose often 114 µM), inactives show top-dose activity change, negative = inhibition, actives largely listed as inhibitors. actives 1.2% (n = 390,000). AID 588591; note: potency is the fitted concentration of half-maximal effect; % is set by controls: 0 for no effect and ±100 for the full control effect
#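 Pol eta (10 nM) was preincubated with compounds for 15 min at room temperature, after which fluorescent replication substrate (50 nM final) was added to start the reaction. Fluorescence was read kinetically at 0 and 10 min.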
# An asterisk follows results filed as active; i = inactive; ? = inconclusive; . = not tested or not shown; & = joins results of further samples; [ ] = dose if it differs, or a comment. Unless noted, calls come from the whole dose curve; as a rule, active = well fitted curve in the direction sought with a large enough effect; inconclusive = small, poorly fitted or top-dose-only effect, or another doubt; inactive = no such curve, though single readings can be large; an effect the other way counts as inactive or inconclusive. An excerpt. The share of hits here may be higher or lower than overall.
SMILES	Pol beta inh	APEX1 inh	BLM helicase inh	Pol eta inh	RXFP1 antag	POLI inh	Apoferritin bind	Tb PGK inh	POLK inh
OCCN1CCN(C2Cc3cc(Cl)ccc3Sc3ccc(Cl)cc32)CC1 (stereo not drawn) (tested in a mixture with another compound)	?	6.0%	5.6%	-16.2%	?	-18.7%	6.5%	-5.9%	-0.1%
O=C(CSc1nc(-c2ccccc2)c(-c2ccccc2)o1)NCCCO	?	-13.6%	-1.0%	-9.5%	8.7	23.4%	-3.0%	8.6%	-12.7%
CCCN1CNC(=S)N(c2cc(C)ccc2C)C1	-1.5%	9.8%	5.0%	-8.7%	4.7	?	-0.1%	-3.0%	-16.5%
Cc1cccc(N(C)S(=O)(=O)c2ccc3[nH]c(=O)c(=O)[nH]c3c2)c1	3.2%	1.2%	-0.9%	-12.3%	0.2	12.6%	-11.5%	-3.5%	12.1%
Cc1cc(C)cc(C(=O)Nc2nnc3n2CCS3)c1	-1.5%	.	-0.2%	-15.6%	.	31.5%[activator]	-9.9%	5.5%	-7.1%[60.1 µM]
COc1cccc(Oc2coc3cc(OC(=O)N4CCOCC4)ccc3c2=O)c1	-2.4%	-1.2%	-0.1%	-4.1%	4.3	39.1%[activator]	-21.9%	-2.0%	1.3%
COc1cc(NS(=O)(=O)c2ccc(NC(=O)C34CC5CC(CC(C5)C3)C4)cc2)ncn1	8.1%	-2.4%	-2.1%	-3.1%	-12.8	?	-17.2%	-10.0%	-3.7%
Cc1ccc(COC(=O)c2ccc(-c3nnn(Cc4ccc(C)cc4)n3)cc2)cc1	-1.3%	.	-1.4%	2.3%	.	?	1.5%	-6.3%	8.5%
O=C(Nc1ccc(F)c(Cl)c1)C1CCN(S(=O)(=O)c2ccc3[nH]c(=O)ccc3c2)CC1	-24.0%	.	-4.1%	-15.2%	.	8.5%	-13.3%	-4.0%	-6.1%[60.1 µM]
COc1ccccc1C(=O)Nc1cccc(C(=O)OCc2cc(=O)n3nc(C4CC4)sc3n2)c1	1.3%	.	-1.6%	-21.8%	-4.9	17.4%	-6.3%	-9.6%	-1.4%[60.1 µM]
COC(=O)c1sc(NC(=O)c2ccc([N+](=O)[O-])o2)c(C#N)c1C	-7.4%	2.4%	-0.7%	-12.6%	-14.4	?	-7.8%	-1.6%	-16.5%
CCOc1cccc(NC(=O)c2cccc(F)c2)c1	32.3%	3.3%	-1.1%	7.7%	1.4	2.7%	-6.6%	-3.0%	0.6%

# Next entries follow.
SMILES	Pol beta inh	APEX1 inh	BLM helicase inh	Pol eta inh	RXFP1 antag	POLI inh	Apoferritin bind	Tb PGK inh	POLK inh
Cc1cc2occ(CC(=O)N(CC(C)C)c3c(N)n(Cc4ccccc4)c(=O)[nH]c3=O)c2cc1C	.	-6.3%	.	1.6%	3.9	-17.0%	.	i	-2.5%
CCc1nnc(NS(=O)(=O)c2ccc(NCc3cc(Cl)cc(Cl)c3O)cc2)s1	-10.0%	14.1%	2.0%	-1.8%	-2.6	-12.8%	-8.5%	-10.0%	-23.1%
CCOC(=O)CSc1nc2sc3c(c2c(=O)n1-c1ccc(OC)cc1)CC(C(C)C)OC3 (stereo not drawn)	-0.1%	.	-2.5%	-5.3%	-5.4	36.2%[activator]	-4.4%	-0.9%	3.3%
COC(=O)c1cccc(Cn2nc(C)c([N+](=O)[O-])c2C)c1	34.5%	2.1%	-3.6%	-6.3%	-10.8	130.1%[activator]	-17.9%	5.3%	2.2%
CC(C)C(=O)NC(=S)Nc1ccc(S(=O)(=O)NC2CCCCC2)cc1	-3.4%	-14.3%	-8.3%	-23.0%	0.8	27.1%	-24.0%	-2.6%	4.0%
Cc1ccc(CNC(=O)c2cnn3c(C)c(Cc4c(F)cccc4Cl)c(C)nc23)cc1	6.5%	.	-4.5%	-13.3%	-33.6	11.6%	-18.1%	0.0%	-3.1%[60.1 µM]
CCOc1ccccc1N1CCN(CC(=O)Nc2ccccc2C(=O)NC2CC2)CC1	.	10.6%	.	-9.8%	3.8	14.3%	.	5.9%	-6.6%
C=CCOc1ccccc1CN1CCC(n2nccc2NC(=O)C2CC2)CC1	-10.9%	5.8%	-0.1%	-7.1%	4.5	7.7%	-4.7%	-1.0%	-19.5%
COc1ccc(CCC(=O)NC2CC(=O)N(c3ccc(C)c(C)c3)C2)cc1 (stereo not drawn)	0.2%	.	0.9%	-4.9%	2.4	9.1%	1.2%	7.3%	-7.8%[60.1 µM]
CC(C)CCSc1nc2c(c(=O)[nH]c(=O)n2C)n1CCc1ccccc1	20.5%	0.0%	5.1%	-7.9%	-5.5	?	-7.7%	-9.2%	-6.6%
CC(C)OCCCNC(=O)CN1C(=O)COc2ccc(S(=O)(=O)N3CCCCCC3)cc21	2.0%&1.4%	-11.2%	-3.4%&-0.4%	-10.2%&-21.2%	9.8&8.2	-11.7%&27.7%	-8.7%&-7.3%	-14.1%&0.2%	10.6%&-0.5%
C/C(=N\N1CCN(C2c3ccccc3-c3ccccc32)CC1)c1ccco1	28.7%	2.8%	1.1%	-8.7%	-4.9	-1.9%	-15.3%	i	-12.7%

# Other entries
SMILES	Pol beta inh	APEX1 inh	BLM helicase inh	Pol eta inh	RXFP1 antag	POLI inh	Apoferritin bind	Tb PGK inh	POLK inh
CCOC(=O)N1CCN(C(=O)c2c[nH]c3ccc(S(=O)(=O)N(C)c4cccc(C)c4)cc3c2=O)CC1	19.8%	5.0%	-0.9%	-12.7%	-20.4	10.5%	-12.3%	1.3%	0.8%
CCOC(=O)c1sc(=S)n(-c2cccc(C(F)(F)F)c2)c1SC	-4.4%	14.6%	-6.8%	-2.3%	-4.6	2.1%	-10.3%	-2.9%	-21.2%
CCOc1ccc2nc(N/C(N)=N/C(=S)Nc3ccc(C)c(C)c3)nc(C)c2c1	-9.2%	-1.2%	-5.4%	-7.4%	2.9	11.5%	-10.2%	-0.6%	-19.5%
COc1ccc(CC2C(=O)NC(C)C(=O)N(C)C3Cc4ccc(cc4)Oc4cc(ccc4O)CC(C(=O)NC(C)C(=O)NC(C)C(=O)N2C)N(C)C3=O)cc1 (stereo not drawn)	.	.	.	-15.8%	-3.7	31.4%[activator]	.	i	-5.5%
COc1ccc(OC)c(NC(=O)c2cnn(-c3ccc(C)cc3)c2C2CCNCC2)c1	2.9%	.	2.9%	-11.8%	.	51.6%[activator]	13.4%	-1.3%	-22.3%
CCCCCSc1nnc2c(n1)[nH]c1c(C)cccc12	1.7%	.	-5.8%	4.6%	-4.5	14.7%	-2.7%	9.7%	-5.0%
CCOC(=O)c1sc(N(Cc2ccccc2)C(=O)COC(=O)c2ccccc2O)nc1C	3.9%	6.0%	-1.8%	-22.9%	-4.0	-5.6%	-23.4%	0.3%	-4.8%
Oc1c(Cl)cc(Cl)cc1CNc1ccc(Br)cn1	-9.7%	?	-14.1%	-16.6%	-1.3	-15.7%	?	2.5%	-15.0%
CC(C)OP(=O)(c1ccccc1)c1ccccc1	1.6%	-1.5%	0.3%	1.4%	6.7	117.5%[activator]	-2.3%	-6.0%	-17.3%
Cc1ccccc1NC(=O)C1CCN(S(=O)(=O)c2ccc3c(c2)NC(=O)C(C)S3)CC1 (stereo not drawn)	?	42.2%	-1.7%	-17.0%	23.1	-1.6%	-19.4%	-6.5%	3.6%
Cc1ccc(CNC(=O)COC(=O)COc2ccc(C#N)cc2)cc1	.	19.5%	.	-5.9%	-2.1	2.1%	.	i	-3.9%
CCCN(c1ccccc1C(=O)O)S(=O)(=O)c1ccc2c(c1)n(C)c(=O)n2C	6.0%	36.9%	2.5%	?	1.5	15.1%	-9.2%	0.3%	1.2%

# Continuation.
SMILES	Pol beta inh	APEX1 inh	BLM helicase inh	Pol eta inh	RXFP1 antag	POLI inh	Apoferritin bind	Tb PGK inh	POLK inh
CC1CCCCC1NC(=S)NC(=O)c1ccccc1Br (stereo not drawn)	35.3%	7.9%	-8.7%	-23.3%	25.1	16.6%	-1.4%	5.2%	-4.8%
Fc1cnc(N2CCc3ccccc32)nc1N1CCc2ccccc21	1.3%	-3.0%	-5.4%	-8.0%	-5.9	17.6%	-5.1%	2.6%	-1.6%
Brc1cccc(-c2nnn3c2nc(NC2CCCCC2)c2ccccc23)c1	2.1%	.	-5.1%	-13.5%	.	8.4%	0.7%	-1.5%	-0.8%
COC(=O)C(=O)C1CCc2c(Cl)cc(OC)c(OC)c2C1=O (stereo not drawn)	.	.	.	?	7.3	54.2%[activator]	.	i	-9.1%
CCOc1ccc(C(=O)Nc2ccc(S(=O)(=O)N3C[C@@H]4C[C@@H](C3)c3cccc(=O)n3C4)cc2)cc1	.	14.9%	.	3.6%	.	8.3%	.	-1.6%	-0.5%
Cc1ccccc1C(=O)NCCCNC(=O)c1ccccn1	57.8%	35.8%	-1.5%	-11.3%	-6.3	31.9%[activator]	-4.5%	2.0%	-6.1%
CCOc1ccc(C(=O)c2ccc(O)c(O)c2O)cc1	.	?	-19.0%	.	.	.	-8.0%	.	3.55µM*
O=C(Cc1cccs1)Nc1nnc(SCc2ccc(F)cc2)s1	-18.1%	-3.3%	0.1%	?	-3.7	8.3%	-0.6%	2.2%	-5.2%
COc1ccc(C(=O)NCC(C)(C)CNC(=O)c2ccc(OC)c(OC)c2)cc1OC	.	.	.	-23.5%	-16.6	94.9%[activator]	.	4.6%	-9.6%
CCOC(=O)C1=C(Nc2ccccc2)OCC1=O	7.4%	0.9%	-2.7%	-16.5%	-8.5	18.3%	-0.7%	-2.2%	-21.1%
CCOC(=O)C1=C(C)NC(SCc2cc(=O)[nH][nH]2)=C(C#N)C1c1cccs1 (stereo not drawn)	-0.8%	-6.4%	-8.4%	-3.3%	-7.5	-11.3%	-4.8%	i	-5.3%
CC(C)(C)C1CCc2onc(C(=O)Nc3sc4c(c3C(N)=O)CCCC4)c2C1 (stereo not drawn)	?	.	-7.2%	-10.1%	4.8	-16.3%	0.1%	-4.0%	-2.4%

# Screening data from PubChem BioAssay.
